Bioassay records: PubChem, The Scripps Research Institute Molecular Screening Center
TEAD-YAP inh: TEAD-YAP interaction inhibition; HEK-TIYL cells, TEAD-Gal4/YAP UAS-luciferase luminescence; inhibition, % at 9.12 µM; actives 1.4% (n = 640,000); in the data active means inhibition above about 32%;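 further: 0% = median of test compound wells and 100% = reference inhibitor wells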
FBW7 act: human FBW7 E3 ligase activation, primary screen; Q969H0; AlphaScreen FBW7–phospho-cyclin E peptide binding, activator screen; normalized activity (activation), % at 26.1 µM; actives 0.13% (n = 650,000); AID 1259310; in the data active means normalized activity above about 1.9%;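 further: purified mutant Fbw7 with reduced substrate affinity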
Target sequence (Q969H0 whole entry, looked up): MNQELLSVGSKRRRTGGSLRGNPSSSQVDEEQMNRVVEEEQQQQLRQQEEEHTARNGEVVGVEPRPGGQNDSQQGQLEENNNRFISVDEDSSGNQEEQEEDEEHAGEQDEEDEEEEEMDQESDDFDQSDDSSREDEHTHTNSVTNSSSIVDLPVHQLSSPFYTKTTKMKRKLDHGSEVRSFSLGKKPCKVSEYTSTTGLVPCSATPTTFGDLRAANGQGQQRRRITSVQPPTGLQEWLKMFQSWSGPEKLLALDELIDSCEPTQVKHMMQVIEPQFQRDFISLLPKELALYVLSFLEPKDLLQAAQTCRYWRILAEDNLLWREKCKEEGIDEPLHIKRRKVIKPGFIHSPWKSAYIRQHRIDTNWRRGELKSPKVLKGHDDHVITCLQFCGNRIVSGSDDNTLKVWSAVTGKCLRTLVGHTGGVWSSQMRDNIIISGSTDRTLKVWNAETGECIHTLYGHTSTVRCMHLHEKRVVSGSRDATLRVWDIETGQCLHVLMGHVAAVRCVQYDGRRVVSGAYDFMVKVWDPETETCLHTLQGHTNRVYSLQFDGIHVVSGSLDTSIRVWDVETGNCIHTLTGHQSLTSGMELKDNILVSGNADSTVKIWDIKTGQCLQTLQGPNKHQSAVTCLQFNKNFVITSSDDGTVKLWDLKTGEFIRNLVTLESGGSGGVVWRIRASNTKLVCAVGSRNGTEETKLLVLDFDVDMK
GPR151 activ: activates the human receptor GPR151; activation, % at 11.2 µM; Q8TDV0; PathHunter beta-arrestin GPR151 cells, luminescence; actives 1% (n = 650,000); in the data active means activation above about 4.9%;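 further: 0% = median of compound wells and 100% = cells with positive control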
MITF primary: inhibitors of human MITF; O75030; AlphaScreen MITF homodimerization, bead proximity signal; actives 0.91% (n = 650,000); AID 1259374; inhibition, % at 2.6 µM; in the data active means inhibition above about 50%;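 further: 0% = vehicle wells with protein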
The depositor's hits bear a star; & = joins results of further samples.

(1) CC(C)(C)CC(C)(C)c1ccc(OCCOCC[N+](C)(C)Cc2ccccc2)cc1
(2) COc1ccc2c(c1)C(C)(Cc1cc(C(C)=O)ccc1OC)C(=O)N2 (centres undefined)
(3) O=C1CCC(C(=O)OCC(=O)c2c[nH]c3ccccc23)=NN1
(4) CC(C)NC(=O)C(=O)NCC1OCCCN1S(=O)(=O)c1ccc2c(c1)OCCO2 (centres undefined)
(5) O=C(OCC(=O)N1CCOCC1)c1ccc(Cl)cc1
(6) CCCCN(c1ccccc1)S(=O)(=O)c1ccc2c(c1)OCCN2C
(7) CC1(C)CC(=O)c2cc(OCC(=O)N3CCOCC3)ccc2O1
(8) COc1cc(NC=C2C(=O)OC(C)(C)OC2=O)c(OC)cc1Cl

Compound	1	2	3	4	5	6	7	8
TEAD-YAP inh	54.0*	2.9	-1.4	-5.6	-1.2	4.2	0.9	-34.2
FBW7 act	-0.2&-0.2	0.0	0.2	0.0	-0.1	0.0	-0.1	-0.2
GPR151 activ	2.0&-1.2	0.4	0.7	2.4	-0.6	1.1	0.2	-1.3
MITF primary	5.9&1.1	5.1	5.6	-8.3	-6.7	-8.3	-8.3	19.8

Filtered by structure, the entries above with sulfur
(4) CC(C)NC(=O)C(=O)NCC1OCCCN1S(=O)(=O)c1ccc2c(c1)OCCO2 (centres undefined)
(6) CCCCN(c1ccccc1)S(=O)(=O)c1ccc2c(c1)OCCN2C

Compound	4	6
TEAD-YAP inh	-5.6	4.2
FBW7 act	0.0	0.0
GPR151 activ	2.4	1.1
MITF primary	-8.3	-8.3

Later entries:
(9) CC(C)OC1OC(=O)C(Cl)=C1Nc1ccccc1O (centres undefined)
(10) Cc1nn(C)c(C)c1-c1nc(NCCc2ccc(O)cc2)c2ncn(C3CCCCC3)c2n1
(11) CN(CC1COCCO1)C1CCC(=O)N(Cc2cccc(C(F)(F)F)c2)CC1 (centres undefined)
(12) O=C(O)c1ccc2c(c1)C(=O)N(c1ccc(-c3nc4ccccc4s3)cc1)C2=O
(13) Cc1cc(C(=O)COC(=O)c2ccc(CO)cc2)c(C)n1Cc1ccc2c(c1)OCO2
(14) COc1ccc(NC(=O)c2c(NCc3cccs3)sc3c2CCC3)cc1
(15) C=CCNC(=O)c1cc(Br)cs1
(16) CCOC(=O)c1[nH]c(C)c(C(=O)Nc2cccc(F)c2)c1C

Compound	9	10	11	12	13	14	15	16
TEAD-YAP inh	3.0	-0.7	2.4	6.5	17.3	1.1	9.2	42.6*
FBW7 act	-0.1	0.0	-0.1	-0.1	0.2	0.1	0.0	0.6
GPR151 activ	0.9	-1.0	4.4	-4.3	0.2	-0.2	0.1	0.4
MITF primary	-2.2	15.6	8.5	-6.6	6.6	12.6	-1.8	7.6

(17) c1ccc2c(CSc3ncn[nH]3)cccc2c1
(18) CC(NC(=O)c1cn(C)c(=O)c2ccccc12)c1ccccc1 (centres undefined)
(19) CCOc1ccccc1NC(=O)C(NS(=O)(=O)c1ccc2c(c1)oc(=O)n2C)C(C)C (centres undefined)
(20) COC(=O)COc1ccc2c(=O)c(Oc3cc(C)c(Cl)c(C)c3)coc2c1
(21) COc1ccc(C(CC(=O)c2ccccc2)SCC(=O)O)cc1 (centres undefined)
(22) CCOC(=O)c1cc(Br)ccc1O
(23) COc1ccc(CCNc2nc(N3CCN(Cc4ccc5c(c4)OCO5)CC3)nc3c2ncn3C(C)C)cc1
(24) C=CCOn1c(=O)c(=O)n(OCc2ccccc2)c2ccccc21

Compound	17	18	19	20	21	22	23	24
TEAD-YAP inh	-4.5	-5.5	5.5	-5.3	-21.4	6.5	8.3	5.7
FBW7 act	-0.1	0.0	0.0	0.4	0.2	-0.2	-0.3	-0.1
GPR151 activ	2.2	-1.7	0.7	-1.2	0.8	0.6	0.2	-1.4
MITF primary	1.6	-4.3	-3.1	-1.5	18.6	1.3	6.8	-4.6

(25) O=C(COc1ccc(Cl)cc1)Nc1ccc(S(=O)(=O)N2CCCCC2)cc1
(26) Cc1c(C(=O)O)[nH]c2c1C(=O)CC(c1ccccc1)C2 (centres undefined)
(27) O=C(O)CCn1c(SCc2nc3ccccc3[nH]2)nc2ccsc2c1=O
(28) CC(CN1CCCC1)OC(=O)c1ccccc1Br (centres undefined)
(29) CC(CC(=O)Nc1ccccc1F)S(=O)(=O)c1ccc2c(c1)OCC(=O)N2 (centres undefined)
(30) COc1cccc2c(=O)n(CC(=O)NCc3ccc(F)cc3)ccc12
(31) CCCn1c(=O)c2cc(F)ccc2n2c(SCC(=O)Nc3ccc(Cl)cc3)nnc12
(32) CCOc1cc2c(cc1/C=C1/NC(=O)N(CC(=O)Nc3cccc(C)c3)C1=O)OCO2

Compound	25	26	27	28	29	30	31	32
TEAD-YAP inh	-9.3	11.2	-0.2	2.1	0.9	-5.5	12.0	-12.0
FBW7 act	0.3	0.0	0.0	0.1	-0.1	-0.1	0.2	0.0
GPR151 activ	-0.3	0.0	-0.4	-0.6	0.3	0.2	0.0	0.3
MITF primary	23.2	8.0	5.4	-1.8	-9.0	-0.2	12.7	4.1

(33) CN1C(=O)NC(NC(=O)c2ccccc2)(C(F)(F)F)C1=O (centres undefined)
(34) O=C1NC(=S)S/C1=C/c1ccc(C(F)(F)F)cc1
(35) COc1ccc(-n2nc(C(=O)NCC(=O)N3CCC(C)CC3)c3ccccc3c2=O)cc1Cl
(36) NC(=O)NC(CC(=O)Nc1cccnc1)c1cccc(Br)c1 (centres undefined)
(37) CCN(CC)c1ccc(NC(=O)CSc2nnc(C)s2)cc1C
(38) CC(=O)Oc1cnc2ccc(C)cc2c1
(39) COc1ccc(C(=O)Nc2ccc(S(=O)(=O)Nc3nccnc3OC)cc2)cc1OC
(40) COc1ccc(OC)c(C2NC(=O)NC(C)=C2C(=O)c2ccccc2)c1 (centres undefined)

Compound	33	34	35	36	37	38	39	40
TEAD-YAP inh	-2.6	-6.6	-19.8	9.0	4.4	0.1	-3.6	9.4
FBW7 act	0.0	-0.1	-0.1	-0.1	0.3	0.0	-0.1	-0.2
GPR151 activ	1.3	0.0	-1.2	-0.7	-0.5	-0.1	-0.2	-1.5
MITF primary	-0.7	7.0	0.6	2.9	19.4	5.6	2.1	-5.8

7 records drawn at random from the list so far:
(36) NC(=O)NC(CC(=O)Nc1cccnc1)c1cccc(Br)c1 (centres undefined)
(40) COc1ccc(OC)c(C2NC(=O)NC(C)=C2C(=O)c2ccccc2)c1 (centres undefined)
(34) O=C1NC(=S)S/C1=C/c1ccc(C(F)(F)F)cc1
(39) COc1ccc(C(=O)Nc2ccc(S(=O)(=O)Nc3nccnc3OC)cc2)cc1OC
(38) CC(=O)Oc1cnc2ccc(C)cc2c1
(33) CN1C(=O)NC(NC(=O)c2ccccc2)(C(F)(F)F)C1=O (centres undefined)
(37) CCN(CC)c1ccc(NC(=O)CSc2nnc(C)s2)cc1C

Compound	36	40	34	39	38	33	37
TEAD-YAP inh	9.0	9.4	-6.6	-3.6	0.1	-2.6	4.4
FBW7 act	-0.1	-0.2	-0.1	-0.1	0.0	0.0	0.3
GPR151 activ	-0.7	-1.5	0.0	-0.2	-0.1	1.3	-0.5
MITF primary	2.9	-5.8	7.0	2.1	5.6	-0.7	19.4

The listing continues.
(41) CCN(CC)C(=O)Cn1cnc2sc(C(=O)NCCCOC)c(C)c2c1=O
(42) O=C(Nc1ccc(Br)cc1)C1C2C3CCC(C3)C12 (centres undefined)
(43) CN1CCN(c2ncnc3c2c(-c2ccccc2)cn3-c2ccc(Cl)cc2)CC1
(44) CCN(CC)C(=O)Nc1c(C)n(C)n(-c2ccccc2)c1=O
(45) Cc1nc2sc(C(c3cccc(Cl)c3)N3CCC(C(N)=O)CC3)c(O)n2n1 (centres undefined)
(46) CCCN(c1ccccc1OC)c1c(-c2ccccc2)c(=O)c1=O
(47) O=c1cc(N2CCc3ccccc3C2)[nH]c(=O)n1-c1ccccc1Cl
(48) Cc1ccccc1-n1c(=S)sc2c1nc(SCc1ccc(Cl)cc1)n1c3ccccc3nc21

Compound	41	42	43	44	45	46	47	48
TEAD-YAP inh	-9.4	-48.9	3.4	-2.3	-18.6	0.2	-6.6	6.7
FBW7 act	0.0	0.3	-0.1	-0.1	0.1	0.6	0.6	0.1
GPR151 activ	3.0	1.6	-1.9	-0.9	0.9	-1.1	-1.0	0.1
MITF primary	-4.7	8.5	4.3	3.6	-1.0	15.2	-15.3	-9.4

(49) CCOC(=O)c1c(NC(=O)CSc2nnc(CNC(=O)c3cccs3)n2C)sc2c1CCCC2
(50) COc1ccc(CN2CCN(CC3CCCCC3)C(CCO)C2)cc1OC (centres undefined)
(51) Cc1sc2ncn(CC(=O)NCCCC(=O)Nc3nc4ccccc4s3)c(=O)c2c1C
(52) COc1ccc(C(=O)CSc2nc3c(cc2C#N)CCC3)cc1
(53) Cc1nc(N2CCN(c3ccccn3)CC2)c2c(C)c(C(=O)Nc3ccc(Br)cc3C)sc2n1
(54) COC(=O)c1nnn(-c2nonc2N)c1CSc1nc2ccc([N+](=O)[O-])cc2[nH]1
(55) COc1ccc(CCNC(=O)CN(CCc2ccccc2)S(C)(=O)=O)cc1
(56) CC1=CC(=O)N(CCC#N)c2ccccc2N1

Compound	49	50	51	52	53	54	55	56
TEAD-YAP inh	-7.7	6.5	1.7	-90.6	-2.3	-0.1	1.8	-8.1
FBW7 act	0.0	0.1	0.1	0.3	0.1	0.0	0.5	0.3
GPR151 activ	-0.7	2.3	-0.2	0.5	0.3	-0.8	-1.4	1.9
MITF primary	-6.5	7.0	13.0	0.0	-4.4	-20.5	17.8	-10.2

(57) COC(=O)c1ccccc1NC(=O)NNC(=O)c1ccc(OC2CCCC2)cc1
(58) COCCCNC(=O)CSc1nc2c(sc(=S)n2-c2cc(Cl)ccc2OC)c(=O)[nH]1
(59) C/C(CC(=O)Nc1ccccc1C(F)(F)F)=N\NC(=O)c1ccc(F)cc1
(60) CNS(=O)(=O)c1ccc2c3c(cccc13)C(=O)N2C
(61) Cc1ccc(CC(=O)Nc2nnc(-c3ccc(C)c(C)c3)o2)c(C)c1
(62) COc1ccc(-c2cnc(Oc3ccc4ccc(=O)oc4c3)nc2)cc1
(63) O=C(O)CN1C(=O)C2C3CC(C2C1=O)C1C3N=NN1c1ccc([N+](=O)[O-])cc1 (centres undefined)
(64) O=C(O)c1ccc(CNS(=O)(=O)c2cccc3nsnc23)cc1

Compound	57	58	59	60	61	62	63	64
TEAD-YAP inh	-0.8	-0.4	-41.0	4.9	6.4	1.8	1.6	16.5
FBW7 act	-0.1	-0.1	0.0	0.0	-0.1	0.2	0.6	-0.2
GPR151 activ	1.9	-0.2	-0.1	1.1	-0.8	0.0	-1.1	1.7
MITF primary	-2.2	11.4	7.7	3.1	9.4	12.6	12.8	5.4

(65) Cc1ccc(Nc2c(C)c(C)nc3ncnn23)cc1
(66) O=c1oc2ccc3ccccc3c2cc1-c1csc(Nc2ccc(F)cc2F)n1
(67) NC(=O)NC(=O)COC(=O)CCC(=O)c1ccc(F)cc1
(68) Cc1nn(CC(=O)N2CCc3ccccc32)c(C)c1[N+](=O)[O-]
(69) CN1CCN(C(=O)CCc2nnc(-c3ccc(-c4ccccc4)cc3)o2)CC1
(70) O=C(CSc1nc2sc3c(c2c(=O)[nH]1)CCCC3)Nc1nccs1
(71) c1cncc(CNc2ncnc3nc(Nc4ccc(N5CCOCC5)cc4)[nH]c23)c1
(72) O=c1/c(=C\c2cc(Br)c(O)c(Br)c2)sc2nc3ccccc3n12

Compound	65	66	67	68	69	70	71	72
TEAD-YAP inh	7.2	0.2	-7.3	-3.0	-8.5	-2.6	9.9	1.5
FBW7 act	-0.2	-0.1	0.1	-0.1	0.0	0.1	-0.1	-0.1
GPR151 activ	0.1	1.9	-1.6	-0.4	0.5	-0.5	-1.0	0.5
MITF primary	-1.1	9.6	0.0	13.8	4.6	3.1	-8.3	0.5
